Screens (PubChem)
UBC13 polyUb – inhibitors of human UBC13 polyubiquitin chain formation; TR-FRET; inhibition, % at 20 µM; hit rate 0.47% among 330,000; in the data active = inhibition above about 45%, passing the limit was not always enough
EBI2 antag – blocks human EBI2 receptor beta-arrestin signaling; EBI2 beta-arrestin recruitment, luminescence, 7a,25-OHC stimulated; hit rate 0.81% among 360,000; inhibition, % at 5 µM; AID 651636; in the data active = inhibition above about 38%;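 note: enzyme fragment complementation signal reports receptor beta-arrestin coupling in cells; 0% = agonist plus DMSO wells and 100% = wells without agonist; some results beyond the cut were filed as inactive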
Target sequence (P32249 whole entry, looked up, the tested form may be a part): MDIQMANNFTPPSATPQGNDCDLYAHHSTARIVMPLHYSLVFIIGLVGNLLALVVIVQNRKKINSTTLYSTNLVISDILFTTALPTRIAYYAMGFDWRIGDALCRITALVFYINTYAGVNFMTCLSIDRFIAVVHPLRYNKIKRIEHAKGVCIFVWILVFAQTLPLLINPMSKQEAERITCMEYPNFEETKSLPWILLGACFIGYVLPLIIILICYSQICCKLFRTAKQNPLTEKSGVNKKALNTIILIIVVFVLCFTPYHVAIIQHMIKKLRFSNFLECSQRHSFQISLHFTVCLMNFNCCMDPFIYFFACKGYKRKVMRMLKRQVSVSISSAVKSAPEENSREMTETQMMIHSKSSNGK
CCR6 antagonist – blocks CCL20-driven beta-arrestin recruitment at human CCR6 | P51684 | CHO-K1 CCR6 PathHunter beta-arrestin, luminescence, CCL20-stimulated | inhibition, % at 20 µM | hit rate 0.49% among 340,000 | AID 493098;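 active = compounds whose inhibition of the agonist-driven luminescence signal at 20 µM reaches about 50%, limit read from the data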;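 note: cells stimulated with CCL20 at 14 nM final; plate controls were DMSO with CCL20 for no effect and DMSO without agonist for full effect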
Target sequence (P51684 whole entry, looked up): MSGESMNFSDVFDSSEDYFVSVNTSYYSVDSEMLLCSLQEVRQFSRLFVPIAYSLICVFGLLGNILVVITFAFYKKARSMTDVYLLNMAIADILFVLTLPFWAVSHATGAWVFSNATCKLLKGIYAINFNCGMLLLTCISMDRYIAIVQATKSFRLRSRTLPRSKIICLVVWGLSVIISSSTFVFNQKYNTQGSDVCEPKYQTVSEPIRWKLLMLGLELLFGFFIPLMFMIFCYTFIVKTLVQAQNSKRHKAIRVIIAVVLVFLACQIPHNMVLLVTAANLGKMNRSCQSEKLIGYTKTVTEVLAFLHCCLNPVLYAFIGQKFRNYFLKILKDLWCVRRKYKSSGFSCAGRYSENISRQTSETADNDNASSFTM
CXCR6 inh – CXCR6 (human) receptor inhibition. O00574. CHO-K1 PathHunter CXCR6 beta-arrestin, luminescence. inhibition, % at 20 µM. hit rate 0.36% among 360,000; in the data active = inhibition above about 34%, passing the limit was not always enough;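 note: antagonist mode with CXCL16 agonist at 10 nM final; 0% = 10 nM CXCL16 with DMSO and 100% = unstimulated wells without agonist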
Target sequence (O00574 whole entry, looked up): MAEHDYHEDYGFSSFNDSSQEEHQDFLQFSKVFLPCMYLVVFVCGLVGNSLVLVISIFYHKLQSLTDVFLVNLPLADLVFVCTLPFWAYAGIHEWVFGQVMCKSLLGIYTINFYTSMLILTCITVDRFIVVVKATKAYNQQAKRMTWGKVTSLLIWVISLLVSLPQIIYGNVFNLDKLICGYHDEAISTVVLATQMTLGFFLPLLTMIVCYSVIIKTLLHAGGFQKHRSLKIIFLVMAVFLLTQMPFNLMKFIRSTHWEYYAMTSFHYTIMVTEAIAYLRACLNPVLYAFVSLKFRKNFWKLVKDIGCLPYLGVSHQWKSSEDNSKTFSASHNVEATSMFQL
697 NFkB inh – lowers PMA/ionomycin-induced NF-kB signal in 697 B cells; AID 435022; hit rate 0.33% among 330,000; 697 B-cell NF-kB luciferase reporter, 16 h; inhibition, % at 4 µM; in the data active = inhibition above about 35%
APJ antag – blocks the human apelin receptor APJ; P35414; CHO-K1 APJ beta-arrestin complementation, luminescence; inhibition, % at 20 µM; hit rate 0.32% among 330,000; AID 2521;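 active = inhibition above about 40% at 20 µM, limit read from the data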;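 note: cells challenged with 10 nM apelin-13 agonist together with compound; plate controls were apelin-13 plus DMSO wells for no effect and DMSO wells lacking apelin-13 for full effect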
Gli-Sufu antag – blocks Gli-Sufu signaling in a luciferase reporter; AID 588413; Sufu-KO-LIGHT fibroblasts, Gli luciferase reporter luminescence; inhibition, % at 5 µM; hit rate 0.74% among 340,000;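 active = inhibition above about 55%, limit read from the data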;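 note: 0% = DMSO-treated cells and 100% = wells with medium but no cells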
Jurkat NFkB inh – lowers PMA/ionomycin-induced NF-kB signal in Jurkat cells. inhibition, % at 4 µM. PMA/ionomycin-induced NF-kB luciferase reporter, luminescence. hit rate 0.53% among 330,000; in the data active = inhibition above about 50%
Starred values were filed as active, the others as inactive.

How did O=C(CSc1nnc(Cc2cc(=O)[nH]c(=O)[nH]2)n1-c1ccccc1)NCC1CCCO1 (stereo unspecified) do in these assays?
UBC13 polyUb: 4; EBI2 antag: -5; CCR6 antagonist: 3; CXCR6 inh: 3; 697 NFkB inh: 14; APJ antag: -7; Gli-Sufu antag: 8; Jurkat NFkB inh: 0

How did CCCc1cc(CNC(=O)C2CCC(=O)N(Cc3ccccc3OC)C2)on1 (stereo unspecified) do in these assays?
UBC13 polyUb: 8; EBI2 antag: -1; CCR6 antagonist: -2; CXCR6 inh: 1; 697 NFkB inh: -8; APJ antag: 10; Gli-Sufu antag: 23; Jurkat NFkB inh: -8

Results for Nc1cccc(-c2cn3cccnc3n2)c1 ?
UBC13 polyUb: -12; EBI2 antag: 5; CCR6 antagonist: 3; CXCR6 inh: 6; 697 NFkB inh: 2; APJ antag: -4; Gli-Sufu antag: 46; Jurkat NFkB inh: -2

What do the screens show for `COc1ccccc1-n1nnnc1SCC(=O)Nc1cc(C)on1`?
UBC13 polyUb: 8; EBI2 antag: 1; CCR6 antagonist: -7; CXCR6 inh: -4; 697 NFkB inh: 16; APJ antag: -13; Gli-Sufu antag: -1; Jurkat NFkB inh: 4

Results for COc1cccc(NC(=S)NN2C(C)CCCC2C)c1 (stereo unspecified) ?
UBC13 polyUb: 4; EBI2 antag: -16; CCR6 antagonist: 11; CXCR6 inh: 2; 697 NFkB inh: 1; APJ antag: -5; Gli-Sufu antag: 21; Jurkat NFkB inh: 0

Results for Cc1cccc(C)c1NC(=O)C1(NC(=O)Cn2cccc([N+](=O)[O-])c2=O)CCCCC1 ?
UBC13 polyUb: -5; EBI2 antag: -1; CCR6 antagonist: 1; CXCR6 inh: -5; 697 NFkB inh: 7; APJ antag: 1; Gli-Sufu antag: -2; Jurkat NFkB inh: 12

Results for O=C(Nc1ncnc2c1ncn2C1OC(COC(=O)c2ccccc2)C(F)C1O)c1ccccc1 (stereo unspecified) ?
UBC13 polyUb: 11; EBI2 antag: -3; CCR6 antagonist: 7; CXCR6 inh: -5; 697 NFkB inh: 5; APJ antag: 11; Gli-Sufu antag: 18; Jurkat NFkB inh: -7

How did NC(=O)c1cc2nc(-c3ccco3)cc(C(F)(F)F)n2n1 do in these assays?
UBC13 polyUb: 2; EBI2 antag: -2; CCR6 antagonist: 9; CXCR6 inh: 3; 697 NFkB inh: -6; APJ antag: 4; Gli-Sufu antag: 6; Jurkat NFkB inh: 3

How did O=C(CCCc1nc2ccccc2s1)N1CCN(S(=O)(=O)c2cccs2)CC1 do in these assays?
UBC13 polyUb: 5; EBI2 antag: 13; CCR6 antagonist: 2; CXCR6 inh: -3; 697 NFkB inh: -7; APJ antag: 13; Gli-Sufu antag: 2; Jurkat NFkB inh: 7

Results for CC(Cc1ccccc1)NC(=O)CN1C(=O)c2ccccc2S1(=O)=O (stereo unspecified) ?
UBC13 polyUb: -3; EBI2 antag: -5; CCR6 antagonist: -4; CXCR6 inh: 11; 697 NFkB inh: -11; APJ antag: -10; Gli-Sufu antag: 21; Jurkat NFkB inh: 4

What do the screens show for `Cc1ccc(/C=N/NC(=O)c2csc(C)c2)o1`?
UBC13 polyUb: -13; EBI2 antag: 5; CCR6 antagonist: 7; CXCR6 inh: -3; 697 NFkB inh: -2; APJ antag: -8; Gli-Sufu antag: -8; Jurkat NFkB inh: -6

What do the screens show for `NC(=O)C(=O)N/N=C/c1c(F)c(F)c(F)c(F)c1F`?
UBC13 polyUb: -1; EBI2 antag: -29; CCR6 antagonist: 6; CXCR6 inh: -4; 697 NFkB inh: 18; APJ antag: -3; Gli-Sufu antag: -1; Jurkat NFkB inh: 0

What do the screens show for `Cc1ccc(-c2c(C#N)c(N)nc3c2CCCC3)o1`?
UBC13 polyUb: 18; EBI2 antag: 6; CCR6 antagonist: -1; CXCR6 inh: -6; 697 NFkB inh: -13; APJ antag: 4; Gli-Sufu antag: 5; Jurkat NFkB inh: 6

Results for Cc1ccc(C(=O)NNC(=O)c2cc(C)nc3ccccc23)cc1 ?
UBC13 polyUb: 6; EBI2 antag: -6; CCR6 antagonist: -13; CXCR6 inh: -10; 697 NFkB inh: 9; APJ antag: -20; Gli-Sufu antag: -13; Jurkat NFkB inh: 1

Results for CCOC(=O)c1c(C)[nH]c(C(=O)COC(=O)C2CC(=O)N(Cc3ccccc3)C2)c1C (stereo unspecified) ?
UBC13 polyUb: 0; EBI2 antag: -6; CCR6 antagonist: 11; CXCR6 inh: -3; 697 NFkB inh: 6; APJ antag: 12; Gli-Sufu antag: 7; Jurkat NFkB inh: 6

How did CCO[C@H]1OC(C(=O)Nc2ccccc2)=C[C@@H](c2ccc(Br)cc2)[C@@H]1CCCO do in these assays?
UBC13 polyUb: 17; EBI2 antag: 7; CCR6 antagonist: 7; CXCR6 inh: 3; 697 NFkB inh: 7; APJ antag: 16; Gli-Sufu antag: 17; Jurkat NFkB inh: 16

Results for CCN1CCN(S(=O)(=O)c2ccc(OC)cc2)CC1 ?
UBC13 polyUb: -2; EBI2 antag: -8; CCR6 antagonist: 13; CXCR6 inh: 8; 697 NFkB inh: -10; APJ antag: 9; Gli-Sufu antag: 22; Jurkat NFkB inh: -2

What do the screens show for `COc1cccc(/C=C/C(=C2/C(=O)N(c3ccccc3)N=C2C)c2ccc(C)cc2)c1OC`?
UBC13 polyUb: -22; EBI2 antag: 17; CCR6 antagonist: 11; CXCR6 inh: 5; 697 NFkB inh: 7; APJ antag: 10; Gli-Sufu antag: -9; Jurkat NFkB inh: -10

How did C#CCCc1cocc1/C=[N+](\[O-])c1ccc(C(=O)OCC)cc1 do in these assays?
UBC13 polyUb: -25; EBI2 antag: 4; CCR6 antagonist: 10; CXCR6 inh: -10; 697 NFkB inh: -6; APJ antag: -11; Gli-Sufu antag: -10; Jurkat NFkB inh: -7

Results for COC(=O)C1=C(C)NC(C)=C(C(=O)OC)C1c1ccc(NC(C)=O)cc1 ?
UBC13 polyUb: -7; EBI2 antag: -5; CCR6 antagonist: 10; CXCR6 inh: 6; 697 NFkB inh: 25; APJ antag: 9; Gli-Sufu antag: 8; Jurkat NFkB inh: -10

What do the screens show for `NC(=O)CSc1nnc(COc2ccc3ccccc3c2)o1`?
UBC13 polyUb: 4; EBI2 antag: 3; CCR6 antagonist: 16; CXCR6 inh: 0; 697 NFkB inh: 6; APJ antag: 7; Gli-Sufu antag: 1; Jurkat NFkB inh: 2

What do the screens show for `Cn1c(=O)c2c(n(Cc3ccccc3)c1=O)NC(=O)C2CC(=O)N1CCc2ccccc2C1` (stereo unspecified)?
EBI2 antag: -4; CCR6 antagonist: -23; CXCR6 inh: -12; Gli-Sufu antag: 8

How did COCCNC(=S)N/N=C/c1ccc([N+](=O)[O-])cc1 do in these assays?
UBC13 polyUb: -19; EBI2 antag: 2; CCR6 antagonist: 5; CXCR6 inh: -10; 697 NFkB inh: 20; APJ antag: -27; Gli-Sufu antag: -1; Jurkat NFkB inh: 8

What do the screens show for `Cc1cc(C)cc(NC(=O)Cn2c(-c3ccccc3Cl)nc3ccccc32)c1`?
UBC13 polyUb: -9; EBI2 antag: -3; CCR6 antagonist: 4; CXCR6 inh: -14; 697 NFkB inh: -24; APJ antag: -1; Gli-Sufu antag: 4; Jurkat NFkB inh: -19

How did Cc1ccc2nc(NC(=O)C3CCN(S(=O)(=O)c4cccc5nsnc45)CC3)sc2c1 do in these assays?
UBC13 polyUb: 1; EBI2 antag: 36; CCR6 antagonist: 8; CXCR6 inh: -4; 697 NFkB inh: -27; APJ antag: -12; Gli-Sufu antag: -15; Jurkat NFkB inh: -2

What do the screens show for `C/C=C/C(=O)OCC(=O)Nc1cc([N+](=O)[O-])ccc1Cl`?
UBC13 polyUb: -14; EBI2 antag: -3; CCR6 antagonist: 3; CXCR6 inh: 3; 697 NFkB inh: 11; APJ antag: -26; Gli-Sufu antag: -2; Jurkat NFkB inh: -8

Results for CC(C)(C)c1cc(C(=O)NN)n(Cc2ccc(Cl)cc2Cl)n1 ?
UBC13 polyUb: -9; EBI2 antag: -2; CCR6 antagonist: 1; CXCR6 inh: -9; 697 NFkB inh: 10; APJ antag: -15; Gli-Sufu antag: -4; Jurkat NFkB inh: 9

What do the screens show for `CN(C)S(=O)(=O)c1ccc(Cl)c(C(=O)Nc2ccccc2[N+](=O)[O-])c1`?
UBC13 polyUb: -12; EBI2 antag: -12; CCR6 antagonist: 10; CXCR6 inh: 4; 697 NFkB inh: -6; APJ antag: -32; Gli-Sufu antag: -17; Jurkat NFkB inh: -5

How did Cc1ccccc1C(=O)Nc1nncs1 do in these assays?
UBC13 polyUb: -4; EBI2 antag: -2; CCR6 antagonist: 2; CXCR6 inh: -5; 697 NFkB inh: -11; APJ antag: 7; Gli-Sufu antag: -12; Jurkat NFkB inh: -17

What do the screens show for `CCCCOc1ccc(-c2cc(C(F)(F)F)c(C#N)c(SCC(=O)O)n2)cc1`?
UBC13 polyUb: -12; EBI2 antag: 6; CCR6 antagonist: 0; CXCR6 inh: 13; 697 NFkB inh: -2; APJ antag: -22; Gli-Sufu antag: 9; Jurkat NFkB inh: -22

What do the screens show for `O=C1NN(c2cccc(Br)c2)C(=O)/C1=C\c1ccccc1`?
UBC13 polyUb: 2; EBI2 antag: 8; CCR6 antagonist: 11; CXCR6 inh: 15; 697 NFkB inh: 9; APJ antag: 21; Gli-Sufu antag: 21; Jurkat NFkB inh: -18

Results for O=C(NC(C(=O)O)c1ccccc1)c1ccccc1 (stereo unspecified) ?
EBI2 antag: -9; CCR6 antagonist: -4; CXCR6 inh: -2; Gli-Sufu antag: 12

Results for Cc1ccc(S(=O)(=O)NC(=O)c2cc(C)n(CCCN3CCOCC3)c2C)cc1 ?
UBC13 polyUb: 1; EBI2 antag: -2; CCR6 antagonist: 9; CXCR6 inh: -1; 697 NFkB inh: 6; APJ antag: -11; Gli-Sufu antag: -79; Jurkat NFkB inh: -2

How did COc1ccc(CSc2ncn[nH]2)cc1[N+](=O)[O-] do in these assays?
UBC13 polyUb: 13; EBI2 antag: -18; CCR6 antagonist: -4; CXCR6 inh: -3; 697 NFkB inh: 28; APJ antag: -9; Gli-Sufu antag: 3; Jurkat NFkB inh: -1

What do the screens show for `CSc1ccccc1NC(=O)c1c(C)noc1C`?
UBC13 polyUb: 5; EBI2 antag: -3; CCR6 antagonist: -2; CXCR6 inh: 1; 697 NFkB inh: 27; APJ antag: 8; Gli-Sufu antag: -5; Jurkat NFkB inh: 4

What do the screens show for `CC(C)CNC(=O)CSc1ccc(S(=O)(=O)N2CCN(C)CC2)cn1`?
UBC13 polyUb: 7; EBI2 antag: 6; CCR6 antagonist: 2; CXCR6 inh: -2; 697 NFkB inh: 18; APJ antag: 3; Gli-Sufu antag: 4; Jurkat NFkB inh: 8

How did CCc1ccccc1OCC(=O)NNCC(=O)Nc1cccc(C#N)c1 do in these assays?
UBC13 polyUb: 2; EBI2 antag: -3; CCR6 antagonist: -2; CXCR6 inh: -2; 697 NFkB inh: 5; APJ antag: 4; Gli-Sufu antag: -7; Jurkat NFkB inh: 4

What do the screens show for `CC(C)CCN1C(=O)c2ccc(C(=O)Nc3cc(C(=O)O)cc(C(=O)O)c3)cc2C1=O`?
UBC13 polyUb: -4; EBI2 antag: 4; CCR6 antagonist: 7; CXCR6 inh: 12; 697 NFkB inh: 2; APJ antag: 7; Gli-Sufu antag: 6; Jurkat NFkB inh: 10

Results for Cc1nc(-c2ccc(Cl)cc2)sc1C1(C)CC(c2c(Cl)cccc2Cl)=NO1 (stereo unspecified) ?
UBC13 polyUb: 2; EBI2 antag: 7; CCR6 antagonist: 1; CXCR6 inh: -4; 697 NFkB inh: 5; APJ antag: 9; Gli-Sufu antag: -1; Jurkat NFkB inh: -3

Results for CC(C)OC(=O)C[N+](C)(C)CCN1C(=O)C2C(c3ccccc3)C=CC(c3ccccc3)C2C1=O (stereo unspecified) ?
UBC13 polyUb: -6; EBI2 antag: -2; CCR6 antagonist: 1; CXCR6 inh: -16; 697 NFkB inh: 21; APJ antag: -4; Gli-Sufu antag: 2; Jurkat NFkB inh: -12

An unsorted share of the library; any-hit rate near 3%.
